Assay outcomes: PubChem BioAssay, Broad Institute
Xi reactivation: activators of inactive X chromosome reactivation, primary screen, imaging, XiGFP fibroblasts, GFP high-content imaging, set 2 | XiGFP mouse fibroblasts, % GFP-positive cells imaging, 3 d; cells co-treated with 5-aza-dC sensitizer; scaled so ellipticine positive control = 100% | activation, % at 7.58 µM | hit rate 0.055% among 360,000;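 active = mean normalized replicate activation at least 10% and every replicate at or above 10%; inconclusive = only one of the two criteria met; inactive = mean below 10% and not all replicates reach 10%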;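 also: 0% = median of on-plate neutral control wells and 100% = ellipticine 6 µM median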
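System: SV40-immortalized XiGFP fibroblast cells, line 68-5-11 / Incubation: 3-day compound exposure, then 15 min fixation at room temperature / Compound: single concentration per compound, delivered by pin transfer / Buffer or medium: DMEM plus 5-aza-dC sensitizer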
S100A4 MyoIIA: inhibitors of S100A4-myosin IIA peptide binding, primary screen, biochemical, fluorescence polarization, TAMRA-MyoIIA peptide. AID 652163, 2013. inhibition, % at 10.7 µM. hit rate 0.14% among 360,000;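 active = mean inhibition of at least 70% across replicates, with every replicate also reaching that level; inconclusive = mean inhibition reaches 70% but some replicates fall short; inactive = mean inhibition below 70%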
Target sequence (P26447 whole entry, looked up): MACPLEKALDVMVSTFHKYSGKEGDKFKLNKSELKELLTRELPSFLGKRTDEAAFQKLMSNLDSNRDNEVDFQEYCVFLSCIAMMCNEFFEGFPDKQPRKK
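Test system – S100A4 monomer (human) · Compound – single-point compound testing · Schedule – 5 min incubation before reading · Probe or stimulus – TAMRA-labelled myosin IIA heavy-chain peptide probe, 5 nM · Benchmarks – neutral control DMSO, positive control TFP · Medium – Calcium-containing HEPES buffer, pH 7.2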
RAD54 branch: inhibitors of human RAD54 branch migration, primary screen, biochemical, fluorescence, single point; hit rate 0.14% among 360,000; RAD54 Holliday junction branch migration, FAM/BHQ fluorescence; inhibition, % at 10.4 µM; DNA repair and recombination protein RAD54-like (Homo sapiens), Q92698;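 active = mean normalized replicate activity at least 40 and at least half of replicates scoring 40 or more; inconclusive = only one of the two criteria met; inactive = mean below 40 and under half of replicates reaching 40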;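 also: 0% = median of neutral control wells and 100% = median of positive control wells; inhibitors cause a drop in the FAM fluorescence signal; in these data hits start at about 50%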
esBAF inh: Bmi1 luciferase reporter increase in mESCs, primary screen, esBAF inhibitor project, mouse ES cells, Bmi1 luciferase knock-in, single point | hit rate 2% among 350,000 | reporter increase, % at 12.5 µM | AID 602393, 2012 | 24 h; 100% = twice the neutral-well signal; in the data active = activation above about 40%; inconclusive = no clear call, values can overlap the other calls;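 also: 0% = median of the plate's neutral control wells and 100% = double that signal; a rise in the Bmi1 reporter signal indicates esBAF inhibition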
E-selectin induc: E-selectin induction in HUVECs, primary screen, imaging, HUVEC, immunofluorescence imaging, single point; P16581; normalized: neutral wells 0, TNF-alpha wells 100; activation, % at 7.58 µM; hit rate 0.37% among 260,000;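 active = mean E-selectin-positive cell signal at least 10% of the positive control, reached in at least 60% of replicates, without over 20% cell loss; inconclusive = no rule given, readout overlaps actives, possibly toxicity-flagged; inactive = the rest, including those meeting only one limit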;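 also: in these data hits start at about 27%; measured in HUVEC primary endothelial cells; signal is the percent of cells scored E-selectin positive by PE staining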
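Read-out basis: % PE-positive cells; Test system: HUVEC primary endothelial cells; Technique: immunofluorescence imaging; Dosing: single-point compound dose.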
EWS-Fli inh: EWS/Fli-driven NR0B1 reporter inhibitors, primary screen, A673 cells, NR0B1 luciferase, luminescence, MLPCN library; AID 651661, 2012; hit rate 0.67% among 350,000; inhibition, % at 12.6 µM; viability-normalised;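 active = mean inhibition of at least 50% after viability correction, with every replicate also passing that limit; inconclusive = mean reaches 50% but only one of two replicates passes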;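 also: firefly luciferase signal divided by Alamar Blue viability fluorescence both relative to DMSO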
FN deposition inh: inhibitors of fibronectin matrix deposition, primary screen, AH1F cells, Alexa488-fibronectin fluorescence, plate reader; AH1F fibroblasts, overnight; hit rate 0.086% among 350,000; inhibition, % at 12.6 µM;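 active = mean inhibition across replicates of 30% or more, regardless of how many single replicates reach that level; inconclusive = mean under 30% yet at least half of replicates reach 30%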;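 also: positive control wells lacked labelled fibronectin entirely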
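Assay system: AH1F fibroblast monolayer, labelled fibronectin deposition. Amount: 10000 cells per well. Also added: labelled fibronectin 24 nM. Compound: single-point pinned compound. Incubation: cell attachment 1 h, compound and FN exposure overnight. Detection: fluorescence after three HBSS washes, excitation 485 nm, emission 525 nm. Read-out: inhibition of fibronectin deposition signal.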
RAD52 anneal inh: RAD52 DNA annealing inhibitors, primary screen, biochemical, FRET, single point, set 2; DNA repair protein RAD52 homolog (Homo sapiens), P43351; recombinant RAD52 DNA annealing, FRET fluorescence; inhibition, % at 18.7 µM; hit rate 0.46% among 360,000;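 active = every replicate showing at least 50% inhibition; inconclusive = mean inhibition at least 50% but not in every replicate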
Target sequence (P43351 whole entry, looked up): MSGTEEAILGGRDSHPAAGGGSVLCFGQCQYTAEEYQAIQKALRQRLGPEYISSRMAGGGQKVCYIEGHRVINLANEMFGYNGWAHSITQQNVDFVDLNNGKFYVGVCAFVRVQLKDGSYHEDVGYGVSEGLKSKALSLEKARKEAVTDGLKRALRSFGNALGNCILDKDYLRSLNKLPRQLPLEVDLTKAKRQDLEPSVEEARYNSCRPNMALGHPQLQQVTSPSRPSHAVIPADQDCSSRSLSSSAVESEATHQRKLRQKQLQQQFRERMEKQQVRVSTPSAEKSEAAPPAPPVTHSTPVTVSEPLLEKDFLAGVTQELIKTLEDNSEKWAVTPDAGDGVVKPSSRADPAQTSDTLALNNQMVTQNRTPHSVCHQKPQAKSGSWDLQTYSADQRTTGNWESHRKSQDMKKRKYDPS
An asterisk follows results filed as active; u = inconclusive; x = not tested or not shown; & = joins results of further samples. An unsorted share of the library; overall some 3% were active at least once.

structure	Xi reactivation	S100A4 MyoIIA	RAD54 branch	esBAF inh	E-selectin induc	EWS-Fli inh	FN deposition inh	RAD52 anneal inh
NC(Cc1ccc(Cl)cc1)c1csc(Nc2ccc(-c3ccccc3)nn2)n1 (stereo not given)	-0.1	26.8	-3.4	-6.3	0.0	13.8	15.3	9.4
COCc1cc(C)nc(SCc2ccc(Br)cc2)c1C#N	0.0	6.9	2.8	2.3	0.8	-7.3	0.0	-6.6
O=C(C[C@H]1CC[C@H](NC(=O)c2ccncc2)[C@@H](CO)O1)Nc1ccc(-c2ccccc2)cc1	0.0	-16.6	x	x	1.9	18.0	x	-7.5
CN(C)C1=NC[C@H](Cc2ccccc2)N1CCCC1CCCCC1	0.1	0.3	1.4	-38.6	-0.2	24.5	0.6	14.5
COc1ccc(C(=O)Nc2nccs2)cc1	0.0	-1.0	-1.9	6.4	x	-51.9	-1.1	-7.7
O=C(N[C@@H](Cc1ccccc1)C(=O)OCc1ccccc1)c1nc[nH]c1C(=O)NC(c1ccccc1)c1ccccc1	-0.7	12.7	7.3	-2.6	0.1	3.2	-6.1	-11.2
COC(=O)C(NS(C)(=O)=O)(c1c(C)[nH]c2ccccc12)C(F)(F)F (stereo not given)	x	x	1.6	-0.5	-2.1	x	9.3	x
COc1ccc(OCCCCN(C)Cc2ccccc2)cc1	0.0	0.3	6.2	-8.4	x	4.7	-0.8	-13.5
COc1cccc(C2CC(c3ccccc3OC)n3nc(N)nc3N2)c1 (stereo not given)	0.0	1.5	12.6	5.1	0.0	-1.3	21.1	4.1
C[C@@H]1CN([C@H](C)CO)C(=O)c2cc(-c3cccc(F)c3)cnc2O[C@@H]1CN(C)C(=O)C1CCC1	-0.4	6.6	8.4	2.3	-0.2	-0.4	7.7	6.7
COc1cc(NC2c3ccccc3C(=O)N2Cc2ccc3c(c2)OCO3)cc(OC)c1OC (stereo not given)	-0.1	1.6	0.3	-5.0	0.0	1.7	2.5	-7.6
CCOc1ccc(CNC(=O)CCC(=O)N2Cc3cccc(OC)c3Oc3ncccc32)cc1	0.0	-3.4	-0.6	-6.3	x	x	-10.8	-15.5
C[C@H]1CN([C@@H](C)CO)C(=O)c2cccc(NC(=O)C3CCCCC3)c2O[C@@H]1CN(C)Cc1ccc(-c2ccccc2)cc1	-0.4	x	x	-6.8	0.2	1.2	-27.1	x
Cc1ccn2c(NC3CCCC3)c(-c3cccs3)nc2c1	0.0	-7.8	x	x	x	-12.3	-1.2	-15.0
COc1ccc(C(=O)Nc2cccc(/C=C/c3nc4ccccc4c(=O)[nH]3)c2)cc1	-0.1	0.4	x	x	5.0	8.0	16.9	-36.9
C[C@@H]1CN([C@H](C)CO)S(=O)(=O)c2ccc(C3=CCCC3)cc2O[C@@H]1CN(C)S(=O)(=O)c1ccc(F)cc1	0.1	-7.0	2.9	2.0	-0.1	7.2	x	-7.8
CCCN(C)C[C@@H]1OCCCC[C@@H](C)Oc2ccc(NS(=O)(=O)c3cn(C)cn3)cc2C(=O)N([C@@H](C)CO)C[C@@H]1C	0.0	0.2	-4.8	0.4	0.0	2.8	x	-35.5
COc1ccc(S(=O)(=O)N(C)C[C@@H]2OCCCC[C@@H](C)Oc3ccc(NC(=O)CCC(F)(F)F)cc3C(=O)N([C@@H](C)CO)C[C@H]2C)cc1	-0.9	-1.9	2.4	-2.3	-0.1	-8.6	x	-19.1
CCC(=O)N1CC(=O)N2[C@@H](CO)[C@H](c3ccc(-c4ccc(C(=O)N(C)C)cc4)cc3)[C@@H]2C1	0.2	-24.3	x	x	0.0	-0.8	x	-0.3
CCC1CN(C(=O)N2CCC(C(=O)NCc3ccc(C)o3)CC2)c2cc(C)ccc2O1 (stereo not given)	0.0	1.0	-22.3	2.8	1.5	x	5.9	-19.0
Cc1cccc(NC(=O)CCc2nc3sc4c(c3c(=O)[nH]2)CCCC4)n1	0.1	-2.9	-6.7	-2.5	x	0.1	4.9	-41.4
C[C@@H]1CCCCO[C@@H](CN(C)S(C)(=O)=O)[C@@H](C)CN([C@H](C)CO)C(=O)c2cc(NS(=O)(=O)c3cccs3)ccc2O1	0.0	-7.0	-3.8	-1.5	-0.3	-8.3	x	-1.1
C[C@H](CO)N1C[C@H](C)[C@H](CN(C)C)Oc2ncc(-c3ccc(F)cc3)cc2C1=O	-0.4	-9.8	5.6	-1.2	0.3	2.0	1.6	-3.7
CC=Cc1ccc2n(c1=O)C[C@@H]1[C@@H](CO)[C@H](C(=O)NCCC)[C@H]2N1C(=O)C1CC1 (mixture of isomers)	0.1	15.8	4.3	-2.4	0.0	-2.1	x	6.4
CCO[C@@H]1OC(C(=O)Nc2ccccc2)=C[C@H](C)[C@H]1CCCO	0.0	-28.3	-0.2&4.5	11.7	-0.1	-13.8&-19.7	-2.0	7.2
O=C(Cc1ccccn1)N1CC[C@@H]2[C@H](CO)Nc3ccc(-c4cccc(F)c4)cc3[C@@H]21	0.2	-8.2	4.2	22.7	2.8	-14.4	-7.6	-70.2
CN(C)C1(CNC(=O)C2CCN(S(=O)(=O)c3cc(Cl)ccc3Cl)CC2)CCCCC1	0.1	0.9	4.7	-5.8	70.2*	33.4	8.5	-8.6
Cc1ccccc1S(=O)(=O)NCC[C@@H]1CC[C@@H](NC(=O)C2CCCC2)[C@H](CO)O1	0.1	8.7	-3.2	3.4	-0.1	9.1	3.7	-3.4
CC1=C(C(=O)N(C(C)C)C(C)C)CC(CC(=O)NCCN2CCOCC2)C(=O)N1CCCN1CCCC1=O (stereo not given)	-0.2	-5.6	7.5	-8.4	0.3	-7.1	0.6	-2.6
COc1ccccc1CNC(=O)C[C@H]1C[C@@H]2c3cc(NS(C)(=O)=O)ccc3O[C@@H]2[C@H](CO)O1	0.0	-2.8	-21.0	2.8	0.1	-1.6	-1.0	-26.2
Cc1ccc(NC(=O)CSc2nc3ccccc3c(=O)n2CC2CCCO2)cc1 (stereo not given)	0.3	-15.8	5.7	x	0.2	3.5	-3.4	-12.1
COC(=O)[C@@H](Cc1ccccc1)NC(=O)/C=C/[C@H]1O[C@@H](n2cnc3c(NC(=O)c4ccccc4)ncnc32)[C@H](O)[C@@H]1O	0.1	-14.9	-2.6	1.0	-0.4	-2.2	-3.5	-9.2

One compound at a time, as listed above. Screens in order: Xi reactivation, S100A4 MyoIIA, RAD54 branch, esBAF inh, E-selectin induc, EWS-Fli inh, FN deposition inh, RAD52 anneal inh
`CCO[C@@H]1OC(C(=O)Nc2ccccc2)=C[C@H](C)[C@H]1CCCO` as listed: 0.0, -28.3, -0.2&4.5, 11.7, -0.1, -13.8&-19.7, -2.0, 7.2
`CC1=C(C(=O)N(C(C)C)C(C)C)CC(CC(=O)NCCN2CCOCC2)C(=O)N1CCCN1CCCC1=O` (stereo not given) as listed: -0.2, -5.6, 7.5, -8.4, 0.3, -7.1, 0.6, -2.6

Next compounds:
structure	Xi reactivation	S100A4 MyoIIA	RAD54 branch	esBAF inh	E-selectin induc	EWS-Fli inh	FN deposition inh	RAD52 anneal inh
CC1(c2ccc(OC(F)F)cc2)NC(=O)N(CC(=O)Nc2ccc(F)cc2)C1=O (stereo not given)	0.0	-15.6	-3.6	x	x	3.5	1.7	-12.5
CCCNC(=O)N1CC2(C1)[C@H](c1ccccc1)[C@@H](CO)N2Cc1cccc(F)c1	0.1	18.7	x	x	0.0	-1.1	x	-26.7
CC(=O)Nc1ccc(NC(=O)c2ccccc2Br)cc1	0.0	2.1	4.2	2.4	-0.5	-21.0	x	-1.3
CC(C)NC(=O)N(C)C[C@H]1Oc2cc(C#C[C@@H](C)O)ccc2S(=O)(=O)N([C@@H](C)CO)C[C@@H]1C	-1.4	-3.3	-9.3	2.3	0.9	-7.5	-7.5	-5.3
CCC(=O)N1N=C(c2ccccc2)CC1c1ccccc1 (stereo not given)	0.0	-1.4	-0.1	-10.2	1.7	9.9	2.7	-5.3
COc1ccc([N+](=O)[O-])cc1-n1cnnn1	0.0	-0.9	-0.1	-10.0	-1.7	11.4	8.6	-10.3
CN1c2ccc(-c3ccccc3)cc2[C@H]2[C@H](CCN2C(=O)CN2CCOCC2)[C@H]1CO	0.0	6.2	8.5	-1.0	0.0	5.8	-10.9	-5.6
C[C@@H]1CN([C@H](C)CO)C(=O)c2ccccc2-c2ccccc2CO[C@@H]1CN(C)S(=O)(=O)c1ccc(C(F)(F)F)cc1	-0.7	-0.9	6.7	-6.1	11.4	5.7	2.8	-2.2
c1ccc(Nc2ccccn2)cc1	x	x	-11.1	1.6	0.2	x	6.9	x
N=c1oc2ccccc2cc1-c1nc(-c2ccccc2)cs1	-0.1	-4.4	-13.3	x	x	-39.1	-0.7	-278.0
CCn1c2ccccc2c2cc(NC(=O)COc3ccccc3)ccc21	-0.3	1.3	x	x	x	-6.0	-1.8	-8.0
Cc1onc(-c2ccccc2)c1C(=O)N1CCN(c2ccccc2F)CC1	0.0	-3.3	13.4	-2.7	0.0	-1.6	-0.6	-7.6
COc1ccccc1OCCNc1cc(N2CCOCC2)ccc1[N+](=O)[O-]	x	-6.4	11.3	u	x	-21.2	x	-8.3
CCCN1[C@H](C(=O)N2CCN(C)CC2)[C@@H](CO)[C@@H]2Cn3c(ccc(-c4ccccc4F)c3=O)[C@@H]21	0.0	3.9	-7.9	6.3	0.0	0.2	x	-17.1
C[C@H]1CCCCO[C@@H](CN(C)C(=O)c2ccccc2)[C@@H](C)CN([C@@H](C)CO)C(=O)c2cc(NS(C)(=O)=O)ccc2O1	-0.2	3.6	4.4	0.6	-0.2	2.2	x	-7.5
